BoNT-A LC inh2 – BoNT/A light chain protease inhibitors, primary screen, biochemical, flow cytometry, MLPCN library. Botulinum neurotoxin type A light chain protease (Clostridium botulinum A str. ATCC 3502). multiplex microsphere protease substrate cleavage. inhibition, % at 10 µM. 360,000 compounds, 0.17% hits; further: plate controls were buffer without enzyme for full effect and enzyme alone for no effect
Vc quorum ag – inducers of Vibrio cholerae quorum light production without autoinducers, primary screen, BH1578 luxS cqsA deficient, single point. 350,000 compounds, 0.16% hits. V. cholerae BH1578 lux reporter, luminescence, 6 h. activation, % at 18.7 µM; in the data active means activation mostly above about 9.7%, no sharp cut-off; inconclusive means no clear call, values can overlap the other calls; inactive means mostly below about 3.7%; further: not every result past the cut was called active; inactives centre near 0; reference of the scale not given here
CCHF vOTU inh – CCHFV vOTU protease inhibitors, primary screen, biochemical, Pep-AMC substrate, fluorescence; 370,000 compounds, 0.55% hits; inhibition, % at 11.5 µM; Crimean-Congo hemorrhagic fever virus L polyprotein viral ovarian tumor (vOTU) protease …; AID 651958, 2012; in the data active means inhibition above about 30%; further: 0% = vehicle wells with enzyme and 100% = no enzyme wells
PfHsp40 rescue – rescue of yeast from PfHsp40 toxicity, primary screen, S. cerevisiae, ATP luminescence. S. cerevisiae expressing PfHsp40, growth rescue. growth rescue, % at 12.5 µM. 340,000 compounds, 0.68% hits. AID 504582, 2011; in the data active means growth rescue above about 28%, passing the limit was not always enough; inconclusive means no clear call, values can overlap the other calls;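 further: yeast W303a lacking pdr1 and pdr3 grown in galactose medium; growth measured after three days at 30 °C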
VHR inh abs – VHR1 phosphatase inhibitors, primary screen, biochemical, absorbance, uHTS; Dual specificity protein phosphatase 3 (Homo sapiens), P51452; recombinant VHR phosphatase, pNPP absorbance; inhibition, % at 13.3 µM; 290,000 compounds, 0.52% hits; AID 1654, 2009; in the data active means inhibition above about 50%; further: some compounds called inactive have numbers as strong as hits
Target sequence (P51452 whole entry, looked up): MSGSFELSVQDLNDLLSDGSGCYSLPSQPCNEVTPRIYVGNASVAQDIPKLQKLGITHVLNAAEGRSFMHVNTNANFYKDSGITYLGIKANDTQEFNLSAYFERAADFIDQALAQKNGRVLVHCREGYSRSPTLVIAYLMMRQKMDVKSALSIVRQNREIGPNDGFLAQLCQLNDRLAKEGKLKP
Yp Topo-I inh – Yersinia pestis topoisomerase I inhibitors, primary screen, biochemical, cleavage product accumulation, plate reader, single point | AID 504884, 2011 | activity, % at 10 µM | 360,000 compounds, 0.064% hits | Y. pestis Topo-I cleavage product accumulation; in the data active means activity above about 50%, passing the limit was not always enough; inconclusive means no clear call, values can overlap the other calls; further: inactives centre near 2
SSB-PriA inh – inhibitors of Klebsiella pneumoniae PriA binding to SSB C-terminal tail, primary screen, biochemical, AlphaScreen; AID 1272365, 2023; PriA–SSB C-terminal tail interaction (Klebsiella pneumoniae); AlphaScreen SSBct-PriA binding, biotinylated peptide; 430,000 compounds, 0.6% hits; inhibition, % at 33 µM; in the data active means inhibition mostly above about 37%, no sharp cut-off; inactive means mostly below about 20%;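 further: plate controls were negative control peptide for no effect and reference peptide for full effect; strong numbers were not always called active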
SARS 3CLpro inh – SARS-CoV 3CLpro protease inhibitors, primary screen, biochemical, quenched FRET; recombinant SARS-CoV 3CLpro, quenched FRET peptide cleavage; inhibition, % at 6 µM; 290,000 compounds, 0.14% hits; in the data active means inhibition above about 12%
Anthrax LF prot – Bacillus anthracis LF protease inhibitors, primary screen, biochemical, multiplex microsphere, MLPCN library | multiplex microsphere protease cleavage assay | inhibition, % at 10 µM | 360,000 compounds, 0.12% hits; further: plate controls were buffer without enzyme for full effect and enzyme alone for no effect
Target sequence (P15917 whole entry, looked up): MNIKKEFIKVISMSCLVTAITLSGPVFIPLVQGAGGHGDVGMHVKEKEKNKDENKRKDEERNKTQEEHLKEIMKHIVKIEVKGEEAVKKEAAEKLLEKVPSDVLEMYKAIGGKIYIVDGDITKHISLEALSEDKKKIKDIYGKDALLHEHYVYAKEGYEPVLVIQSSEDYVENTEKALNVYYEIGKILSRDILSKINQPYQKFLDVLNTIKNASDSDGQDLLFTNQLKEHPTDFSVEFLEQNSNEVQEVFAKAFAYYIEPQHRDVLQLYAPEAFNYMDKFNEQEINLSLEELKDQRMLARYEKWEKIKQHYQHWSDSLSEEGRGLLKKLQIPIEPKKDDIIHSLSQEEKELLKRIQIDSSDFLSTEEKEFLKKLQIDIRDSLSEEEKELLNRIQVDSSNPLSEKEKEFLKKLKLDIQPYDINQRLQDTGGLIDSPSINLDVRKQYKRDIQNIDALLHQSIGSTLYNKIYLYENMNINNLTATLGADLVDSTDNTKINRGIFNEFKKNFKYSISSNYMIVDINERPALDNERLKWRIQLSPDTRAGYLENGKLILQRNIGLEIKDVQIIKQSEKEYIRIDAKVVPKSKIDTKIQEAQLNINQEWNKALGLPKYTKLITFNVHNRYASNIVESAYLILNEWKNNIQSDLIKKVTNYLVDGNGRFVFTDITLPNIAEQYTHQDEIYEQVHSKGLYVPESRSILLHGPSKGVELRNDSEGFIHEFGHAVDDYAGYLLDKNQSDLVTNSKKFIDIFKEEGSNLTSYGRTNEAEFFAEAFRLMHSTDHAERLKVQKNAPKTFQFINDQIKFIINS
TcdB GH inh – TcdB glycohydrolase inhibitors, primary screen, biochemical, single point, plate reader; Toxin B (Clostridioides difficile), P18177; TcdB glycohydrolase enzymatic assay; inhibition, % at 9.99 µM; 350,000 compounds, 0.24% hits; AID 652162, 2013; in the data active means inhibition above about 10%
An asterisk follows results filed as active; i = inactive; ? = inconclusive; . = not tested or not shown; & = joins results of further samples. Unless noted, no stated cut-off is given here; in the data, active means inhibition above about 30%; inconclusive means no clear call, values can overlap the other calls; inactive means below that. This is a subset (hit frequency here may not be typical).

Values in the order – BoNT-A LC inh2	Vc quorum ag	CCHF vOTU inh	PfHsp40 rescue	VHR inh abs	Yp Topo-I inh	SSB-PriA inh	SARS 3CLpro inh	Anthrax LF prot	TcdB GH inh
> CCOC(=O)c1c(-c2ccc(C)o2)csc1NC(=S)NC(=O)c1ccccc1Br
  0.2	0.1	-15	3.7	1	1	0	-3	-8	.
> CC(=O)Nc1ccc(NC(=O)CSc2ccc(C(F)(F)F)cc2[N+](=O)[O-])cc1
  -0.7	i	-6	-1.8	21	2	-7	3	-3	0.0
> CCOc1[nH]n(-c2ccccc2)c(=O)c1C=Nc1ccc(Cl)cc1
  0.7	2.9	16	-0.9	35	-3	2	-9	6	.
> CCCOn1nnnc1-c1ccccc1
  0.3	-0.2	-11	-1.3	-10	-4	-12	-3	-2	.
> COc1ccc(CC2C(=O)NC(C)C(=O)N(C)C3C(=O)N(C)C(Cc4ccc(O)c(c4)Oc4ccc(cc4)C3O)C(=O)NC(C)C(=O)NC(C)C(=O)N2C)cc1 (configuration not stated)
  -0.2	-5.6	-10	-1.8	.	20	-1	.	4	0.8
> CCc1ccc(NS(=O)(=O)c2ccc3c(c2)CCN3C(=O)CCC(=O)O)cc1
  1.3	-0.9	0	0.5	-1	-3	-3	-1	15	-0.6
> COc1cc([N+](=O)[O-])ccc1NC(=O)CC(C)C
  0.5	i	15	-0.6	-8	-8	0	3	-3	.
> CCc1cc(C(=O)N2CCc3c([nH]c4ccccc34)C2c2ccc(OC)cc2F)no1 (configuration not stated)
  -1.3	-1.4	2	2.8	24	?	-9	4	0	-0.1
> CC(=O)Nc1ccc(S(=O)(=O)N2CCN(Cc3ccccc3[N+](=O)[O-])CC2)cc1
  -0.8	-0.2	-3	0.6	14	0	9	-1	-1	1.9
> C=CCSc1nc(N)c2c(C)c(C)sc2n1
  -0.8	-0.4	0	-1.6	4	9	-5	-2	7	.
> Cc1cccc(Nc2nc3c(c(=O)n(C)c(=O)n3C)n2Cc2ccccc2)c1
  -0.2	i	6	0.2	6	18	-9	1	0	.
> COc1cc(/C=N/NC(=O)c2cc(-c3ccccc3)sc2N)cc(OC)c1OC
  .	.	-2	.	10	.	i	0	.	2.3
> N#Cc1ccccc1S(=O)(=O)N1CCN(CC(O)CN2CCOCC2)CC1 (configuration not stated)
  4.1	i	-5	-0.9	.	1	0	.	1	0.9
> COc1ccc(OC)c(C(=O)c2coc3ccc(OC(C)=O)cc23)c1
  -0.5	-0.3	2	0.1	2	-6	-9	1	-2	1.0
> COc1cc(-c2ccc3sc(-c4ccsc4)c(C#CCO)c3c2)cc(OC)c1OC
  -0.8	-0.3	3	-0.3	.	19	-17	.	-15	0.7
> CCN(c1ccc(OC)cc1)S(=O)(=O)c1cc(-c2cc(C)no2)ccc1C(C)C
  1.1	-0.7	16	0.9	4	-8	2	0	-2	0.9
> Clc1cccc(N2Cc3cc(N4CCOCC4)ccc3-n3nncc3C2)c1
  0.2	.	5	.	.	.	.	.	-5	1.1
> O=C(NCCc1ccncc1)C12CC3CC(CC(C3)C1)C2
  -0.2	i	13	0.7	23	6	-9	5	-1	.
> O=C(Nc1ccc(Br)cn1)c1cccc(-c2cc3ccccc3oc2=O)c1
  -0.4	i	-11	-1.0	28	-1	-11	4	-4	0.2
> CC(C)CN1CCC1(C)C(=O)Nc1cc(-c2ccccc2)nn1C (configuration not stated)
  -0.4	-6.4	14	.	.	12	.	.	-9	1.2
> NC(N)=N/N=C(\N=Nc1ccccc1)c1ccc(Cl)cc1
  0.4	.	29	0.3	.	-33	.	.	-6	-1.9
> Cc1cc(OCC(=O)Nc2ccc3oc(-c4ccncc4)nc3c2)ccc1Cl
  -0.1	-0.7	0	0.6	-3	-1	-1	2	-8	.
> O=C(NCc1ccccc1)C(c1cccnc1)N(C(=O)c1csnn1)c1ccc(F)cc1 (configuration not stated)
  0.1	i	10	1.9	-10	11	7	-1	-4	-1.1
> O=S(=O)(NNc1ncc(C(F)(F)F)cc1Cl)c1ccccc1
  -0.5	i	5	-0.9	.	0	.	.	-9	0.4
> CC(C)OC(=O)CSc1nnc(CNc2nc(-c3ccccc3)cs2)n1C
  0.3	-0.3	10	0.3	21	20	-15	2	-1	.
> Cc1ccc(-n2cc(CN(C)Cc3nccn3C)c(-c3ccc(F)cc3)n2)cc1
  -1.0	-2.1	17	6.1	12	31	19	1	-12	2.9
> O=C(O)c1cccnc1Oc1ccccc1
  0.0	0.7	8	0.3	18	-4	-6	3	0	.
> Cc1cc(Br)cn2cc(C(=O)O)nc12
  0.4	-0.3	19	-0.6	4	7	-11	1	1	0.5
> COc1ccc(OCC(=O)Nn2c(-c3cccc(OC)c3)nc3ccccc3c2=O)cc1
  -1.3	-0.2	6	-2.1	-5	-5	9	3	2	0.6
> Cc1ccn2c(=O)nc(SCC(=O)NCc3ccco3)nc2c1
  1.3	i	-4	1.6	.	-5	5&-14	.	-5	0.3
> CCn1c(CCNC(=O)c2ccc(Cl)c(Cl)c2)nnc1SCCOc1ccc(OC)cc1
  -1.6	-0.6	8	0.4	12	-1	7	-1	-1	.
> C[C@H](CO)N1C[C@H](C)[C@@H](CN(C)C(=O)Nc2ccc(C(C)(C)C)cc2)OCc2cnnn2CCCC1=O
  0.2	-0.4	19	.	.	7	.	.	1	1.1&0.1
> O=c1cc(N2CCc3ccccc32)[nH]c(=O)n1-c1ccccc1
  -1.0	-7.1	-7	-1.1	9	-1	-5	0	1	.
> O=C(c1ccc(N2CCCC2=O)cc1)N1CCN(c2cccc(C(F)(F)F)c2)CC1
  1.5	-5.0	11	0.2	.	6	-14	.	3	1.5
> COc1ccc(Cl)cc1N(CC(=O)NCc1ccccn1)S(=O)(=O)c1ccc(C)cc1
  -0.3	-4.8	6	.	.	30	.	.	1	0.7
> CCCCN(C(=O)CCn1c(=O)oc2ccccc21)c1ccccc1
  -1.0	i	19	-0.2	20	7	-10	6	0	0.0
> CCCCOc1ccc(C(=O)N2CCN(CC(=O)Nc3ccc(C)cc3)CC2)cc1OC
  -1.8	i	14	1.1	-16	24	3	1	-12	-0.3
> Cc1ccc(-n2c(CCc3ccccc3)nnc2SCC(=O)NCc2ccccc2)cc1C
  0.5	i	-5	-1.0	-6	-7	-8	0	-6	.
> COc1ccc(OC)c(NC(=O)c2ccc(CSc3ncccn3)cc2)c1
  -0.3	-0.3	7	2.9	18	15	-10	1	1	0.7
> CN(C)S(=O)(=O)c1ccc(C(=O)Nc2ccc(F)cc2F)cc1
  -0.4	-0.2	-5	0.8	2	-2	-18	-1	2	1.1
> C/C(=N\NC(=O)COc1ccc(C#N)cc1)c1ccccc1OC(F)F
  -0.4	-0.2	0	-0.1	13	3	.	2	0	.
> Cc1ccc(S(=O)(=O)N2CCCC(N3CCOCC3)C2)cc1Cl (configuration not stated)
  1.2	-0.8	13	-1.1	1	5	-7	6	28	1.0
> O=C(Nc1nccs1)c1cc2c(s1)-c1ccccc1OC2
  1.6	0.7	-26	-1.5	4	0	-21	-1	3	1.8
> O=C(COC(=O)c1ccc(Cl)c(S(=O)(=O)N2CCCCCC2)c1)Nc1ccccc1
  -0.2	-0.2	0	-1.0	-1	13	-1	3	0	1.2
> COCCNC(=O)CN(c1ccc(F)cc1)S(=O)(=O)c1ccc2c(c1)OCCO2
  -5.2	-0.2	-3	-0.8	39	8	0	-10	2	0.7
> COc1ccc(C(C#N)c2nc3ccccc3nc2Cl)cc1 (configuration not stated)
  0.3	0.9	8	-0.4	-24	2	-3	2	4	-0.3
> COCCCn1c(=O)/c(=C/c2ccccc2OC(C)C)s/c1=C(\C#N)C(=O)Nc1ccc(C(=O)O)cc1
  0.3	-0.8	-1	.	.	1	.	.	-7	0.6
> O=C(Nc1ccc2c(c1)OCCO2)c1cccnc1Oc1ccccc1
  -0.2	-0.5	-4	3.1	21	-6	-1	0	0	0.2
> CCCS(=O)(=O)C(=C1Nc2ccccc2N1)S(=O)(=O)CCC
  0.1	i	-13	0.1	-5	-3	-21	-4	4	.
> CC(NS(=O)(=O)c1ccc(Cl)cc1)C(=O)NCCC1=CCCCC1 (configuration not stated)
  0.5	-0.2	-1	0.0	18	-2	-10	-4	4	0.5
> CCCCCCC1/C(=N/O)CCC1C(=O)OC (configuration not stated)
  0.2	i	7	-1.0	2	-1	.	2	4	.
> Cn1nc(C(F)(F)F)c(-c2ccccc2)c1NC(=O)CCC(=O)O
  0.8	i	-10	-1.3	20	-2	-11	-5	-6	0.5
> COc1cccc(C(=O)N(Cc2cccs2)C2CCS(=O)(=O)C2)c1 (configuration not stated)
  0.0	-0.7	-4	-1.0	34	6	5	-1	1	1.6
> CSc1nsc(SC)c1NC(=O)OC1CCCCC1
  -0.8	-5.0	4	0.2	4	4	-4	3	2	.
> Fc1ccc(CNC2CCN(Cc3ccccc3)CC2)cc1
  -2.0	i	-3	0.2	-1	-5	-11	-3	0	0.4
> S=c1c2c(nc3nc[nH]n13)CCC2
  ?	2.7	-5	-0.4	5	0	0	1	-1	1.9
> Cc1cc(Cl)ccc1OCC(=O)Nc1ccccc1NS(=O)(=O)c1cccs1
  0.7	i	3	-0.4	7	7	-13	0	-4	-0.3
> O=C(NN=C1CCCCCCCCCCC1)c1ccncc1
  -1.0	i	6	2.2	-13	0	-10	-2	1	-0.9
> C#CCOCCOCCOCCNc1nc(N2CCN(C(=O)CCCCCCCCCCNC(=O)[C@H]([C@@H](C)CC)n3cc(CCCCCN)nn3)CC2)nc(N2CCN(C(=O)CCCCCCCCCCNC(=O)[C@H]([C@@H](C)CC)n3cc(CCCCN=C(N)N)nn3)CC2)n1
  -0.6	i	.	69*	.	105*	.	.	-15	.
> CCN(CC(=O)Nc1c(F)cccc1F)C(=O)c1nc2nc(C)cc(C)n2n1
  -4.3	i	-4	0.7	.	2	0	.	4	1.0

(cont.)
Values in the order – BoNT-A LC inh2	Vc quorum ag	CCHF vOTU inh	PfHsp40 rescue	VHR inh abs	Yp Topo-I inh	SSB-PriA inh	SARS 3CLpro inh	Anthrax LF prot	TcdB GH inh
> CN(C)c1ccc(N=Nc2ccccc2Br)cc1
  1.8	i	1	-1.2	22	-24	57*	-1	-6	1.3
> Cc1ccc(S(=O)(=O)N2CCN(C)CC2c2ccccc2)cc1 (configuration not stated)
  .	0.5	1	-1.1	.	1	-14	.	.	0.9
> CC(/C=N/n1c(-c2cccnc2)n[nH]c1=S)=C\c1ccccc1
  -0.2	-0.2	4	-1.2	27	3	.	-1	-1	.
> CN(/N=C/c1ccc(Cl)cc1Cl)c1ncc(Cl)cc1C(F)(F)F
  -23	-0.7	2	-0.8	27	6	i	2	-28	1.1
> CC(=O)Nc1ccc(-c2ccnc3c2CC(C(=O)NCCC(F)(F)F)O3)cc1 (configuration not stated)
  -0.6	-0.5	-3	.	.	5	.	.	-1	-0.6

Two entries from above, tab-delimited.
mol	BoNT-A LC inh2	Vc quorum ag	CCHF vOTU inh	PfHsp40 rescue	VHR inh abs	Yp Topo-I inh	SSB-PriA inh	SARS 3CLpro inh	Anthrax LF prot	TcdB GH inh
CC(/C=N/n1c(-c2cccnc2)n[nH]c1=S)=C\c1ccccc1	-0.2	-0.2	4	-1.2	27	3	.	-1	-1	.
CN(/N=C/c1ccc(Cl)cc1Cl)c1ncc(Cl)cc1C(F)(F)F	-23	-0.7	2	-0.8	27	6	i	2	-28	1.1
